Screening data: PubChem, Broad Institute
Statin myotox sup = suppression of simvastatin myotoxicity | rescue of ATP level, % at 7.49 µM | 330,000 compounds, 0.78% hits | C2C12 myotubes + simvastatin, ATP luminescence, 48 h; scaled: DMSO 0, geranylgeraniol control 100 | AID 602340;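 active = mean ATP rescue above about 67%, or every replicate alone reaching that limit, limit read from the data, passing the limit was not always enough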;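 note: myotubes were challenged with 10 µM simvastatin during compound exposure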
SIRT5 inh = inhibitors of human sirtuin-5 desuccinylase. Q9NXA8. Purified SirT5, succinyl-peptide AMC, trypsin-coupled fluorescence. inhibition, % at 15 µM. 330,000 compounds, 1.1% hits. AID 652115; in the data active = inhibition above about 15%
Target sequence (Q9NXA8 whole entry, looked up): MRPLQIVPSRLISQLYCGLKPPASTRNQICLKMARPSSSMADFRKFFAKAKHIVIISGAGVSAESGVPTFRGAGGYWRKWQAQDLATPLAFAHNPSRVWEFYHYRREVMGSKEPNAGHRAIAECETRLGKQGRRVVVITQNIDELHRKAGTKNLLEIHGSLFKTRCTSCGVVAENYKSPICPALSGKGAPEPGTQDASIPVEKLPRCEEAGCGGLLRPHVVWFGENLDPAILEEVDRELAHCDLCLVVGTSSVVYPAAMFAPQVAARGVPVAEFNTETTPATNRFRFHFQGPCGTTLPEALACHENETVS
LGR2 antag = blocks bursicon-induced cAMP signaling via Drosophila LGR2 | 380,000 compounds, 0.35% hits | HEK293 LGR2, CRE-luciferase, bursicon-stimulated, 4 h | inhibition, % at 9.99 µM;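 active = drop in luminescence signal, shown as inhibition above about 50% in the replicate tests, limit read from the data, passing the limit was not always enough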;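 note: agonist challenge used bursicon conditioned medium at about half maximal strength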
FN deposit inh = fibronectin deposition inhibition; AH1F fibroblasts, Alexa488-fibronectin deposition fluorescence, overnight; inhibition, % at 12.6 µM; 350,000 compounds, 0.086% hits; AID 743247;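 active = mean inhibition across replicates of 30% or more, regardless of how many single replicates reach that level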;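 note: positive control wells lacked labelled fibronectin entirely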
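Material: AH1F fibroblast monolayer depositing Alexa488-labelled fibronectin into matrix / Amount: 10000 AH1F cells per well / Signal: fluorescence 485/525 nm / Medium: DMEM, 2% serum / Compound: single dose, pinned / Incubation: 1 h cell adhesion before compound, then overnight fibronectin incubation / Reagent: Alexa488-FN, 24 nM final / Read-out: inhibition of fibronectin deposition signal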
esBAF inh = SWI/SNF esBAF complex inhibition. mouse ES cells, Bmi1-luciferase knock-in reporter, 24 h; 100% = twice the neutral-well signal. reporter increase, % at 12.5 µM. 350,000 compounds, 2% hits. AID 602393; in the data active = activation above about 40%;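 note: 0% = median of the plate's neutral control wells and 100% = double that signal; a rise in the Bmi1 reporter signal indicates esBAF inhibition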
Casp6 inh = caspase-6 (human) enzyme inhibition; purified caspase-6, Z-VEID-R110 cleavage fluorescence; inhibition, % at 12.5 µM; 350,000 compounds, 0.53% hits; AID 686996;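 active = mean inhibition across replicates at least about 35%, with every replicate also reaching that limit, limit read from the data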;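 note: 0% = median of neutral control wells and 100% = no fluorescence left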
Target sequence (P55212 24-179 limits assumed): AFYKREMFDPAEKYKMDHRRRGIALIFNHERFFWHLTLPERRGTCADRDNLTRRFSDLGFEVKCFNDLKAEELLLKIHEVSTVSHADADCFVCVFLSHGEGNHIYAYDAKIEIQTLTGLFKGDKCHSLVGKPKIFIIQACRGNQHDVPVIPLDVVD
Target sequence (P55212 194-293 limits assumed): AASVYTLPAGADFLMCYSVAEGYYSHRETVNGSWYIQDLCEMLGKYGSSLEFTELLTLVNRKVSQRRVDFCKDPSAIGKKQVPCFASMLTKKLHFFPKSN
S100A4 MyoIIA = blocks human S100A4 binding to myosin IIA peptide; P26447; S100A4/TAMRA-MyoIIA peptide fluorescence polarization; inhibition, % at 10.7 µM; 360,000 compounds, 0.14% hits; AID 652163;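 active = mean inhibition of at least 70% across replicates, with every replicate also reaching that level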
Target sequence (P26447 whole entry, looked up): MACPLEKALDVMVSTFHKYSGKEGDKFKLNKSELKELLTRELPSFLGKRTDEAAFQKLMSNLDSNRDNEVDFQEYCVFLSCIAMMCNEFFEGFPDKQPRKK
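Material: human S100A4 monomer with TAMRA-labelled myosin IIA peptide; buffer or medium: HEPES pH 7.2 with CaCl2, KCl, NaCl, DTT, Triton; compound dosing: one concentration per compound; schedule: 5 min incubation before reading; benchmarks: neutral control DMSO, positive control TFP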
An asterisk follows results filed as active; . = no result given; & = joins results of further samples; ! = repeats disagree. The list is partial; count on the stated rates, not on these rows.

compound,Statin myotox sup,SIRT5 inh,LGR2 antag,FN deposit inh,esBAF inh,Casp6 inh,S100A4 MyoIIA
CCCc1cn(CC[C@@H]2CC[C@@H](NC(=O)Cc3cccnc3)[C@@H](CO)O2)nn1,-2,-1,5,2,-3,-1,14
Cc1cccc(NC(=O)c2cc(S(=O)(=O)N3CCc4ccccc43)cn2C)c1C,-3,-2,17,-12,9,1,-2
COc1cccc(-c2cc(C(=O)N3CCc4ccccc4C3)no2)c1,9,.,.,23,0,.,.
O=C(c1ccccn1)N1CC2(C1)[C@H](c1ccccc1)[C@@H](CO)N2C(=O)C1CCC1,.,1,-8,1,.,0,1
C[C@@H]1CN([C@@H](C)CO)C(=O)c2cccc(NC(=O)c3ccncc3)c2O[C@@H]1CN(C)S(=O)(=O)c1ccccc1,19,-3,11,0,1,2,2
Cc1ccccc1NC(=O)CSc1nnc(NC(=O)C2CC2)s1,6,-2,3,13,-8,-5,-4
C/C=C\C(=O)Nc1cccc(C2=NOC3(C2)C[C@@H](C(N)=O)N(C(=O)CCCCC)C3)c1 (stereo partly drawn),-4,.,-16,-1,4,-3,4
O=C(COC(=O)c1ccccc1NCCO)Nc1cccc(S(=O)(=O)NC2=NCCCCC2)c1,-6,-5,-3,-8,-3,-5,1
CCOC(=O)c1sc2nc(C)nc(NC3CCC(O)CC3)c2c1C (stereo not drawn),-92,-9,9,-3,-2,3,-2
O=C(CCCOc1cccc(Br)c1)NCCOc1ccccc1,13,4,-13,8,9,3,-5
O=C(NNC(=O)c1cccs1)c1ccc(Br)o1,-5,4,-5,-6,-2,5,25
COc1cc(C2C(C(C)=O)=C(O)C(=O)N2c2ccc(C)cc2)ccc1O (stereo not drawn),0,.,18,4,7,.,10
CCOC(=O)c1cccc(NC(=O)c2cc(C)nn2-c2ccccc2)c1,-1,-4,8,-6,4,4,-6
Cc1cc(Cl)c2oc(C(=O)N3CCCCC3CCN3CCCC3=O)c(C)c2c1 (stereo not drawn),1,-4,-18,8,3,3,2
C[C@H]1CN([C@@H](C)CO)C(=O)c2cc(C3=CCCCC3)cnc2O[C@@H]1CN(C)C(=O)c1cccnc1,5,0,-6,-18,4,4,15
Cc1cc(C)n(C(C)CNS(=O)(=O)c2ccc(C)c(C)c2)n1 (stereo not drawn),-2,3,3,7,-2,1,-1
CCCCCCCCCC[n+]1cccc2c3ccccc3ccc21,.,-27,76*,-7,.,31,1
NC(=O)c1cccc(-c2ccnc3c2CC(C(=O)NCc2ccccc2)O3)c1 (stereo not drawn),-77,-6,-34,1,-3,2,1
COc1cccc(C(C(=O)NC2CCCC2)N2CCN(c3cc(C)ccc3C)CC2)c1OC (stereo not drawn),.,-1,-6,1,.,-1,4
Nc1nc(SCC(=O)Nc2ccc([N+](=O)[O-])cc2)[nH]c(=O)c1NC(=O)c1ccc(Br)cc1,-5,-6,3,3,-8,-1,-2
O=C(c1ccc(OC2CCN(CCCc3ccccc3)CC2)cc1)N1CCCC1,-2,0,-19,.,6,-3,0
CSC1SCC2C(=O)N(C)C(C(C)C)C(=O)OCC(NC(=O)c3cnc4ccccc4n3)C(=O)NC(C)C(=O)N(C)C1C(=O)N(C)C(C(C)C)C(=O)OCC(NC(=O)c1cnc3ccccc3n1)C(=O)NC(C)C(=O)N2C (stereo not drawn),.,.,99*,0,.,-1,-2
Cc1ccccc1-c1cnc(C(O)c2ccc(F)cc2C)[nH]1 (stereo not drawn),10,2,0,-6,-7,-2,-2
O=C(c1cc(C2CC2)nn1-c1ccccc1)N1CCN(c2ccccc2O)CC1,12,-4,.,5,11,-1,5
O=S(=O)(c1cccc(Cl)c1)N1CCCC1,15,7,-12,.,4,0,3
Cc1ccc(C(=O)N(CC(=O)NC2CCCC2)c2ccccc2Cl)s1,55,-2,7,-1,-5,2,0
Cc1ccc(C=Nc2ccccc2C(N)=O)o1,.,-2,1,2,.,1,-2
C[C@@H](NC(=O)C[C@@H]1C=C[C@@H](NC(=O)C2CCOCC2)[C@H](CO)O1)c1ccccc1,2,-2,6,.,-3,-1,-12
CCOC(=O)N1CCN(C(=O)CSC2=NS(=O)(=O)c3cc(Cl)ccc3N2)CC1,7,-3,8,-1,.,1,-4
CC1(NC(=O)c2ccccc2)CCN(CCCc2ccccc2)C1=O (stereo not drawn),-1,.,-4,2,2,-3,2

Overlap with the part before: 4 compounds, then new ones.
compound,Statin myotox sup,SIRT5 inh,LGR2 antag,FN deposit inh,esBAF inh,Casp6 inh,S100A4 MyoIIA
Cc1ccc(C=Nc2ccccc2C(N)=O)o1,.,-2,1,2,.,1,-2
C[C@@H](NC(=O)C[C@@H]1C=C[C@@H](NC(=O)C2CCOCC2)[C@H](CO)O1)c1ccccc1,2,-2,6,.,-3,-1,-12
CCOC(=O)N1CCN(C(=O)CSC2=NS(=O)(=O)c3cc(Cl)ccc3N2)CC1,7,-3,8,-1,.,1,-4
CC1(NC(=O)c2ccccc2)CCN(CCCc2ccccc2)C1=O (stereo not drawn),-1,.,-4,2,2,-3,2
CC(=O)Nc1ccc2c(c1)C(=Nc1ccc(C)cc1)c1ccccc1-2,6,.,-38,.,28,-6,-5
COc1ccc(CSCC(=O)N/N=C/c2ccccc2OCc2ccccc2)cc1,-2,.,.,-12,14,.,.
O=C(NC(Cc1c[nH]c2ccccc12)C(=O)O)c1ccco1 (stereo not drawn),84*,.,.,6,4,.,.
CC(CNC(=O)Cn1cnc2c(OCc3ccccc3)ncnc21)c1ccccc1 (stereo not drawn),12,-4,8,-1,0,1,1
OC[C@@H]1CN(Cc2cccs2)C[C@H](n2cnc3c(NC4CCC4)ncnc32)O1,6,.,-5,3,1,-2,-4
CCCCOc1ccc(OCCNC(=O)C2CCCN2C(=O)Nc2ccccc2)cc1 (stereo not drawn),21,1,3,10,2,-1,-3
COc1ccc(S(=O)(=O)NCC2CCCN(Cc3ccc(OC)cc3F)C2)cc1 (stereo not drawn),20,1,3,2,-2,0,-6
O=C(CCCOc1ccccc1)Nc1cc(S(=O)(=O)N2CCOCC2)ccc1N1CCOCC1,0,10,4,5,3,1,-5
CCOC(Cn1cc(C)c(=O)[nH]c1=O)OCC,11,-3,8,12,0,-4,1
CCCCCNC(=O)C(c1cccc2ccccc12)n1c(=O)c(-c2cc3ccccc3[nH]2)nc2ccccc21 (stereo not drawn),.,8,-1,-1,.,0,-10
CC(=O)c1ccc(OC2(C)CCN(Cc3csc4ccccc34)C2)cc1 (stereo not drawn),3,.,-10,-3,-2,-3,-5
CCCNC(=O)N1[C@@H](CO)[C@@H](c2ccccc2)[C@@H]1CNC(=O)c1ccccc1,6,-1,13,.,2,0,2
COc1ccc(CN2CCSCC2)c(C)c1C,-2,1,10,-3,-8,-1,-1
CSc1ncccc1C(=O)OCC(=O)NCCC1=CCCCC1,20,-3,-7,15,4,1,-3
CC1(C)Cc2c(cnn2-c2ccc(F)cc2)C(NC(=O)CCn2cncn2)C1 (stereo not drawn),.,2,-13,.,.,0,-5
C[C@H](CO)N1C[C@H](C)[C@H](CN(C)C(=O)Nc2ccc3c(c2)OCO3)Oc2c(NC(=O)Nc3ccc(F)cc3)cccc2C1=O,.,6,5,.,-4,1,-8
C[C@@H]1CN([C@@H](C)CO)C(=O)c2cc(-c3ccc(F)cc3)cnc2O[C@@H]1CN(C)CC1CCCCC1,-3,0,.,.,-5,3,-5
O=C(CN1C(=O)NC2(CCc3ccccc32)C1=O)Nc1ccccc1C(F)(F)F (stereo not drawn),4,-1,2,-2,5,1,-2
Cc1ccc(C(=O)Nc2cccc(-c3ccc(N4CCOCC4)nn3)c2)cc1[N+](=O)[O-],-50,-1,-21,12,41*,-2,-2
COc1cccc(C(=O)Nc2ccc(C(=O)c3ccccc3)cc2)c1,-2,-4,-16,-2,42*,0,-4
Cc1ccnc(SCC(=O)c2cccs2)n1,.,-3,-29,-3,.,2,49
COc1ccc(C#Cc2ccc3c(c2)O[C@@H](CN(C)S(=O)(=O)c2ccccc2F)[C@H](C)CN([C@H](C)CO)S3(=O)=O)cc1,-18,12,-1,.,0,-2,-14
CCN1[C@@H]2c3ccc(-c4cccc(F)c4)c(=O)n3C[C@@H]2[C@@H](CO)[C@@H]1C(=O)OC,.,3,0,.,.,0,0
O=C(NCc1ccccc1)N1CCCC1,8,-3,11,7,-6,-10,-3
COCCNC(=O)CN(c1cc(Cl)ccc1OC)S(C)(=O)=O,14,-4,13,.,5,-1,3
Cc1ccc(S(=O)(=O)Nc2ccc3c(c2)n(C)c(=O)n3C)c(C)c1,16,-3,-3,-1,-5,0,4
Cc1ccc(C(=O)N2c3ccccc3Sc3ccccc32)cc1,12,-2,5,5,10,1,0
CCOCc1nc(C)c(Cl)c(NS(=O)(=O)c2ccc(N)cc2)n1,-3,4,-1,.,-5,3,-1
CCCOC(=O)CC1C(=O)NCCN1Cc1ccc(F)cc1 (stereo not drawn),-4,-4,-17,0,-6,2,0
O=C(N/N=C/c1ccc(Br)s1)c1cccnc1,-2,.,-1,1,-2,.,.

Later entries:
compound,Statin myotox sup,SIRT5 inh,LGR2 antag,FN deposit inh,esBAF inh,Casp6 inh,S100A4 MyoIIA
OCCN1CCN(c2ncnc3c2ncn3[C@H]2CN(Cc3cccc(C(F)(F)F)c3)C[C@@H](CO)O2)CC1,9,-1,-5,-4,7,-5,1
CCOC(=O)N1CCN(C(=O)CN(c2cc(C(F)(F)F)ccc2Cl)S(C)(=O)=O)CC1,14,.,2,.,2,.,.
Cc1cc(C)n(CC(O)Cn2c3ccccc3c3ccccc32)n1 (stereo not drawn),12,.,1,.,5,.,.
COc1ccc(-c2cnc3c(c2)C(=O)N([C@@H](C)CO)C[C@H](C)[C@H](CN(C)C(=O)NC2CCCC2)O3)cc1,42,-4,4,-4,0,6,-5
Cc1ccc(C(=O)CCCn2nnc(-c3cccnc3)n2)cc1C,-12,.,.,9,0,.,.
C[C@@H]1CN([C@H](C)CO)C(=O)c2cc(NS(=O)(=O)c3ccc(Cl)cc3)ccc2O[C@@H](C)CCCCO[C@@H]1CN(C)Cc1ccc2c(c1)OCO2,.,19*!,22,-5,-3&-20,-5&-3,-5&-5
CCNC(=S)NNC(=O)c1csc(C(C)C)c1,-2,.,.,-3,50*,.,.
Cc1oc(-c2ccc(Cl)cc2)nc1CN1CCCC(C(=O)NC2CC2)C1 (stereo not drawn),0,-1,15,1,-2,-1,-1
CC1CC2OC(=O)C3(C)CCCC(C)(C23)C1(O)CCc1ccoc1 (stereo not drawn),.,-3,3,9,.,-2,1
CCCNC(=O)[C@@H]1[C@@H](CO)[C@@H]2Cn3c(ccc(C4=CCCC4)c3=O)[C@H]1N2C(=O)C1CC1,-2,-11,-5,.,4,-1,9
C=CCN=C1NC(c2cccc(C(F)(F)F)c2)C(C(=O)OC)=C(C)N1Cc1ccccc1C(F)(F)F (stereo not drawn),.,1,-10,5,.,8,-15
COc1ccccc1-c1ccc(SCc2ccccc2F)nn1,.,-5,-115,-7,.,0,1
Cc1ccc[n+](CC(=O)Nc2ccc(C)c(C)c2)c1,-10,-3,11,-4,5,-6,24
CC/C(=N\Nc1nncc2ccccc12)c1ccc(F)cc1,-15,1,-32,-1,41*,-8,6
COc1ccc(N2CC(C)(C)[C@H](CC(=O)Nc3ccc(Br)cc3)C2=O)cc1,0,1,-14,1,-2,1,-2
